aSyn tox rescue: inhibitors of alpha-synuclein toxicity in yeast. S. cerevisiae alpha-synuclein toxicity rescue, BacTiter-Glo growth, 24 h. Potency, µM (top dose mostly 46.1 µM), inactives show at the top dose growth rescue (activation), most hits filed as activators. 94,000 tested, 0.02% active; active = well fitted activation curve with a large enough effect; inconclusive = small, poorly fitted or top-dose-only effect; also: 0% is about no effect
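Growth restoration measured by BacTiter-Glo luminescence after 24 hr at 30 deg C; alpha-synuclein yeast, raffinose-pregrown to mid-log, were added at OD600=0.02 in galactose medium onto pinned compounds.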
* hit, by the source's call; ? = inconclusive. Potency is read from the fitted curve at half-maximal effect. Not all compounds are listed (hit frequency here may not be typical).

SMILES	aSyn tox rescue
COc1ccc(-c2c[n+]3c(n2-c2c(C)n(C)n(-c4ccccc4)c2=O)CCCCC3)cc1	-6%
N#C/C(=C\c1ccc(-c2ccc(Br)cc2)o1)C(=O)Nc1ccccc1O	-7%
CCN1CCN(S(=O)(=O)c2c[nH]c(C(=O)OC)c2)CC1	0%
O=C(c1ccc(O)cc1)c1ccc(O)cc1O	1%
Cn1c(Cn2c(=O)sc3ccccc32)nnc1SCC(=O)NCCc1ccccc1	0%
COc1ccc(NC(=O)C2=CC(c3ccc(OC)cc3)=NS(=O)(=O)N2C)cc1	13%
CC(C)c1ccc(CNc2nc(-c3ccco3)nn2S(=O)(=O)c2ccc3ccccc3c2)cc1	5%
CCc1ccc(NC(=O)c2ccc(CNS(=O)(=O)c3ccc4c(c3)C(C)(C)C(=O)N4C)cc2)cc1	5%
Cc1ccccc1NC(=O)CSc1nnc(C)c(=O)[nH]1	-13%
Cc1ccc(NS(=O)(=O)c2ccc(NC(=O)c3ccccc3C(=O)O)cc2)c(C)c1	4%
CCCCCC(=O)Nc1ccc(N2CCOCC2)c(S(=O)(=O)Nc2ccc(OC)cc2)c1	-4%
CC(=O)c1cccc(NC(=O)c2cccn2-c2nnc(N3CCCCC3)s2)c1	-7%
CCCn1c(N)c(Sc2ccccc2[N+](=O)[O-])c(=O)n(CCC)c1=O	9%
FC(F)(F)c1cc(-c2ccccc2)nc2cc(-c3ccc(Br)cc3)nn12	6%
CC(=O)Nc1ccc(Nc2ncnc3c2cnn3C)cc1	2%
COc1ccccc1NC(=O)C(Cc1ccccc1)NS(=O)(=O)c1ccc2c(c1)CCN2C(C)=O (configuration not stated)	9%
Cc1sc2ncn(CC(=O)N3CCN(c4ccccc4F)CC3)c(=O)c2c1S(=O)(=O)N1CCC(C)CC1	-5%
Cc1ccc(Cl)c(OC(=O)c2ccc(N3CCOCC3)c([N+](=O)[O-])c2)c1	5%
CCOc1ccc(S(=O)(=O)N(C(C)=O)c2ccc3oc(C)c(C(=O)OC)c3c2)cc1	-3%
CCCCn1c(N)c(N(CC(C)C)C(=O)CN(C)S(=O)(=O)c2ccc(F)cc2)c(=O)[nH]c1=O	8%
CCn1c(=NC(=O)CN2C(=O)CCC2=O)sc2c(C)cc(C)cc21	1%
Cc1ccc2nc(-c3ccccc3F)c(Nc3ccc(Cl)cc3)n2c1	9%
COc1ccc(C)cc1NC(=O)CN1C(=O)COc2ccc(S(=O)(=O)N3CCOCC3)cc21	2%
CCC(=O)N1CCc2cc(S(=O)(=O)CCC(=O)NCc3ccc(C)cc3)ccc21	-4%
COC(=O)c1c(NC(=O)c2c(OC)cccc2OC)sc2c1CCCC2	7%

Gathered by group, those above containing a furan ring, fused or not.
SMILES	aSyn tox rescue
N#C/C(=C\c1ccc(-c2ccc(Br)cc2)o1)C(=O)Nc1ccccc1O	-7%
CC(C)c1ccc(CNc2nc(-c3ccco3)nn2S(=O)(=O)c2ccc3ccccc3c2)cc1	5%
CCOc1ccc(S(=O)(=O)N(C(C)=O)c2ccc3oc(C)c(C(=O)OC)c3c2)cc1	-3%

Returning to the listing, starting 6 compounds before the break.
SMILES	aSyn tox rescue
CCCCn1c(N)c(N(CC(C)C)C(=O)CN(C)S(=O)(=O)c2ccc(F)cc2)c(=O)[nH]c1=O	8%
CCn1c(=NC(=O)CN2C(=O)CCC2=O)sc2c(C)cc(C)cc21	1%
Cc1ccc2nc(-c3ccccc3F)c(Nc3ccc(Cl)cc3)n2c1	9%
COc1ccc(C)cc1NC(=O)CN1C(=O)COc2ccc(S(=O)(=O)N3CCOCC3)cc21	2%
CCC(=O)N1CCc2cc(S(=O)(=O)CCC(=O)NCc3ccc(C)cc3)ccc21	-4%
COC(=O)c1c(NC(=O)c2c(OC)cccc2OC)sc2c1CCCC2	7%
CCN(C(=O)COC(=O)CNS(=O)(=O)c1ccccc1)c1ccccc1	1%
CC(C)(C)c1ccc(C(=O)OCC(=O)NC2CC2)cc1	2%
CC(=O)c1ccc(N2CCN(C(=O)c3cc4c(s3)-c3ccccc3OC4)CC2)cc1	-12%
O=C(CC1NC(=S)NC1=O)c1ccc(Cl)cc1 (configuration not stated)	5%
Cc1n[nH]c(=O)n(N=Cc2cccs2)c1=O	-1%
Cc1cc2nn(-c3ccc(F)cc3)nc2cc1NC(=O)c1cccc2c(Cl)cccc12	2%
CC1(C)CCC[C@]2(C)C(CS(=O)c3ccccc3)=C(C=O)CC[C@@H]12 (some centres not stated)	8%
Cc1cccn2c(=O)c(/C=N/O)c(Nc3ccccc3F)nc12	-2%
CC1=C(C(=O)Nc2cccnc2)C(c2ccc(C)cc2)n2nc(SCc3ccccc3F)nc2N1 (configuration not stated)	1%
CC(C)C(NC(=O)c1ccc([N+](=O)[O-])cc1Cl)C(=O)N1CCCC1 (configuration not stated)	6%
CCN(CC)c1ccc(NC(=O)c2cc(CN3CCCC3)on2)c(C)c1	-6%
COC(=O)C1=C(C)NC(=S)NC1c1ccc(-c2cc(Cl)ccc2Cl)o1 (configuration not stated)	8%
COc1nn(-c2nc(-c3ccccc3)cc(C(F)(F)F)n2)cc1[N+](=O)[O-]	-1%
O=C(c1ccc(F)cc1F)N1CCC(c2nc(-c3ccc(S(=O)(=O)N4CCCC4)cc3)no2)CC1	-9%
CSc1nc2cc(S(=O)(=O)N3CCCCC3)ccc2s1	-2%
CN(C)c1ccc(CNC(=O)Cc2ccc(NC(=O)N3CCCCc4ccccc43)cc2)cc1	-3%
CCOC(=O)c1c(NC(=O)/C=C/c2ccc(OC)cc2)sc2c1CCC(C)C2 (configuration not stated)	4%
c1cncc(-c2nc(NCCCn3ccnc3)c3ccccc3n2)c1	-14%
CC1CCc2sc(C(=O)OCC(=O)NC(N)=O)cc2C1 (configuration not stated)	-4%
CCN(CC(=O)Nc1ccc2c(c1)OCO2)S(=O)(=O)c1ccccc1	13%
COC(=O)C[C@H]1C[C@H]2c3cc(NC(=O)C4CCOCC4)ccc3O[C@H]2[C@@H](CO)O1	-4%
Cc1c(S(=O)(=O)N2CCc3ccccc3C2)c(=O)n(C)c(=O)n1C	-2%
Cc1nc2c(c(C)nn2-c2ccccc2)c(C)c1CCC(=O)Nc1ccc(F)cc1	2%
CCc1nnc(NC(=O)c2ccc3c(=O)n4c(nc3c2)CCCCC4)s1	0%
CCOCCCNC(=O)c1ccc(CN2CCc3ccccc3C2)cc1	-3%

2 entries picked at random from the list so far:
SMILES	aSyn tox rescue
CCc1ccc(NC(=O)c2ccc(CNS(=O)(=O)c3ccc4c(c3)C(C)(C)C(=O)N4C)cc2)cc1	5%
COc1ccc(NC(=O)C2=CC(c3ccc(OC)cc3)=NS(=O)(=O)N2C)cc1	13%

Later entries.
SMILES	aSyn tox rescue
Cc1cc(=O)n(Cc2ccc(F)cc2Cl)c2c1c(C)nn2-c1ccccc1	-1%
COc1cc(C#N)ccc1OCC(=O)N1CCc2ccccc2C1	10%
Cn1c(C(=O)NCCc2ccccc2)cc2sc(Cl)cc21	-15%
COc1ccc(NC(=O)c2c(NCc3cccs3)sc3c2CCCC3)c(OC)c1	?
CC(C)N(CCNC(=O)c1ccc(NC2=NC3CS(=O)(=O)CC3S2)cc1)Cc1ccco1 (configuration not stated)	2%
COC(=O)c1ccccc1-c1ccc(C(c2c(C)[nH][nH]c2=O)c2c(C)[nH][nH]c2=O)o1	4%
O=C(c1cc2ccc3cccnc3c2[nH]1)N1CCN(c2cccc(C(F)(F)F)c2)CC1	4%
Cc1ccccc1NC(=O)c1ccno1	-5%
COC(=O)C(C)n1cnc2c(nnn2-c2ccccc2)c1=O (configuration not stated)	-10%
CCCCCCCCSc1nnc2[nH]c(=O)cc(N)n12	3%
CN(c1ccccc1)S(=O)(=O)c1ccc(NC(=O)c2ccc(F)cc2)cc1	1%
CC1CCC2(CC1)NC(=O)N(CC(=O)N1CCc3ccccc3C1)C2=O (configuration not stated)	7%
Cc1ccc(CNC(=O)Cn2ccn(-c3ccc(F)c(F)c3)c(=O)c2=O)cc1	-1%
CC(C)(C)C1CCc2c(sc(NC(=O)c3ccco3)c2C(=O)Nc2ccccc2Cl)C1 (configuration not stated)	-7%
CCCN(CCC)C(=O)c1nn(C)c2c1CSc1ccc(C)cc1-2	1%
Cc1ccc(NC(=O)Nc2nc3ccccc3s2)cc1NC(=O)Nc1nc2ccccc2s1	0%
CC(C)(C)C1CCc2c(sc(NC(=O)c3ccccc3F)c2C(=O)NCc2ccco2)C1 (configuration not stated)	-6%
Cc1ccc([N+](=O)[O-])cc1N(CC(=O)N1CCCCC1)S(C)(=O)=O	-8%
COc1ccccc1Nc1cc(C)nc2nc(-c3ccccc3)nn12	-9%
COc1ccc(CC(NC(=O)c2ccccc2)C(=O)NCC(=O)O)cc1 (configuration not stated)	-1%
COc1ccc(OC)c(NC(=O)c2cn3c4c(ccc(Cl)c4c2=O)OC(C)C3)c1 (configuration not stated)	-5%
CCOc1ccc(OCCC(=O)OCC(=O)Nc2ccc3c(c2)OCO3)cc1	2%
CCOc1ccccc1/C=C/c1onc(C)c1S(=O)(=O)N1CCC(C(=O)N(CC)CC)CC1	-4%
COc1ccc(Br)c(C=O)c1OS(=O)(=O)c1ccc(C)cc1	-23%
COc1ccccc1CNC(=O)CCCCn1c(=O)c2ccccc2n(Cc2c(C)cc(C)cc2C)c1=O	-4%
Next structures
SMILES	aSyn tox rescue
COc1cc(/C=N/NC(=O)CCc2n[nH]c(=O)[nH]c2=O)ccc1O	3%
Cc1cc(F)ccc1NC(=O)CN(C)S(=O)(=O)c1ccc(C(=O)N2CCOCC2)s1	-1%
CC(=O)Nc1ccc(OCC(=O)N2CCc3ccccc3C2)cc1	-5%
COc1cccc(NC(=O)CSCc2cc(=O)c3ccc(C)c(C)c3[nH]2)c1	2%
Cc1ccc(-c2cn3cccnc3n2)cc1NC(=O)Nc1ccc(F)cc1	-4%
CC(C)[C@@H](NC(=O)C1CCC(CNC(=O)[C@H](Cc2ccccc2)NC(=O)OC(C)(C)C)CC1)C(=O)O (some centres not stated)	-2%
CCCOc1ccc(C2C(=O)N(C3CCCCC3)CC(=O)N2CCC2=CCCCC2)cc1OC (configuration not stated)	-7%
Cc1ccc(OCCn2c(CNc3ccccc3C)nc3ccccc32)cc1	7%
O=C(Cc1ccc(NC(=O)N2CCCCc3ccccc32)cc1)NCc1ccccc1	7%
CC1CCCCN1c1nc(-c2ccc(C(C)(C)C)cc2)nc2ccccc12 (configuration not stated)	-22%
C/C(=N/NC(=O)c1ccc(Br)o1)c1ccncc1	6%
COc1ccc(C2c3c(oc4cc(C)cc(C)c4c3=O)C(=O)N2Cc2ccco2)cc1OC (configuration not stated)	10%
Cc1ccc2c(c1)cc1c(=O)n(CC(=O)N3CCCCC3)nc(C)n12	6%
C[C@H]1CN([C@@H](C)CO)S(=O)(=O)c2ccc(-c3cncnc3)cc2O[C@H]1CN(C)C(=O)NC1CCCC1	0%
CCn1c(=N)n(CC(O)COc2ccccc2)c2ccccc21 (configuration not stated)	-1%
Cc1c(Cl)cccc1NC(=S)N1CCCN(Cc2ccc(F)cc2)C1	8%
O=C(Nc1ccc(F)cc1F)c1cc2ccc3cccnc3c2[nH]1	-9%
COC(=O)c1cc2oc3ccccc3c2n1CC(=O)Nc1ccc(C)cc1C	-4%
O=C(O)c1ccc2c(c1)N(Cc1ccc(F)cc1Cl)C(=O)c1ccccc1S2	-13%
Cc1noc(Cn2c(=O)c3cc4c(cc3n(CC(=O)Nc3ccccc3F)c2=O)OCO4)n1	3%
CCOc1ccc(N(CC(=O)NCc2ccc(Cl)cc2)S(=O)(=O)c2c(C)noc2C)cc1	5%
Cc1[nH]nc(SCC(=O)N2CCOCC2)c1[N+](=O)[O-]	1%
CCCN(C1CCS(=O)(=O)C1)S(=O)(=O)c1ccc(F)cc1 (configuration not stated)	3%
CNC(=O)COC(=O)/C=C/c1cccs1	-3%
CC(Nc1n[nH]c(=O)[nH]c1=O)C(=O)N/N=C/c1ccccc1 (configuration not stated)	1%

Filtered by structure: those above with a cyano group.
SMILES	aSyn tox rescue
N#C/C(=C\c1ccc(-c2ccc(Br)cc2)o1)C(=O)Nc1ccccc1O	-7%
COc1cc(C#N)ccc1OCC(=O)N1CCc2ccccc2C1	10%

More entries:
SMILES	aSyn tox rescue
CC12CN3CCN(CC(C3)/C1=N/N=C/c1cccc([N+](=O)[O-])c1)C2	10%
Cc1ccccc1NS(=O)(=O)c1ccc2[nH]cc(C(=O)N3CCCC3)c(=O)c2c1	-2%
COc1ccc(Cl)cc1NC(=O)CSc1nccn1Cc1ccco1	12%
O=C(NCC(c1ccco1)N1CCc2ccccc21)c1ccccc1 (configuration not stated)	-7%
O=C(Nc1ccc(S(=O)(=O)Nc2ncccn2)cc1)c1cccc(S(=O)(=O)N2CCOCC2)c1	-10%
CC(=O)Nc1ccc(NC(=O)c2cnn(-c3ccccc3)c2C2CCN(C(=O)OC(C)(C)C)CC2)cc1	-1%
CCOC(=O)C1=C(C)N(c2ccc(OCC)cc2)C(=O)/C1=C\c1ccco1	2%
CCCOc1ccc(N2C(=O)CC(N(CCc3ccc(OC)cc3)C(=O)/C=C/C(=O)O)C2=O)cc1 (configuration not stated)	-4%
COc1ccc(C(=O)NNC(=O)C(=O)Nc2ccc(C)cc2)cc1	3%
CC1(C)CC2CC(C)(CN2C(=O)c2cc(-c3ccc(O)cc3)on2)C1 (configuration not stated)	7%
COc1ccc(CCNS(=O)(=O)c2cc(-c3onc(C)c3C)ccc2OC)cc1OC	11%
CCNC(=S)Nc1cccc(F)c1C	-5%
